Compound activity (PubChem BioAssay)
TSG101-PTAP inh = blocks PTAP/TSG101 interaction to inhibit HIV-1 budding | Q99816 | Fluorescence polarization, FITC-PTAP peptide / Tsg101 binding | Potency, µM (doses to about 115 µM), for the others: at the highest dose activity change, negative = inhibition, hits mostly inhibitors | 340,000 tested, under 10 active; active means well fitted inhibition curve with a large enough effect in the main read-out, with a control signal flat, not every such curve was filed as active; inconclusive means small, poorly fitted or top-dose-only effect, or effect the other way, or a change in a side signal; inactive means no such curve, though single readings can be large or run the other way; further: potency means the concentration at half of the fitted maximal effect; % of control where 0% means no effect
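FP read-out: FITC-PTAP peptide, 50 nM final, binding Tsg101 binding domain, 10 uM final; 20 min, r.t.; 10 mM HEPES pH 7.5, 0.15 M NaCl, 0.01% Tween 20, 3 mM EDTA, 0.1 mM TCEP.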
PKM2 act = activators of human pyruvate kinase M2. purified PKM2, Kinase-Glo ATP luminescence, activation; response scale: 0% is enzyme alone, no compound. 0.34% of 260,000 active. Potency, µM (titrated, usually from 57.5 µM), inactives show at the highest dose activation, most hits filed as activators. P14618; further: potency means the concentration at half of the fitted maximal effect; on the % scale 0 is the no-effect control and ±100 the full control effect; nearly all actives have a fitted effect of over 55% in size
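Purified hPK-M2 (>95% pure) converted ADP (0.1 mM final) to ATP with 0.5 mM PEP in 50 mM imidazole pH7.2, KCl, MgCl2, Tween 20, BSA; 1 h at room temperature. ATP detected by Kinase-Glo luminescence.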
BCR signal inh = blocks chronic active B-cell receptor signaling; ABC-DLBCL IkBa-CBG/CBR reporter, luminescence ratio, 4 h; Potency, µM (top dose mostly 46.1 µM), for the others: at the top dose ratio change, negative = lower green/red ratio, actives largely listed as inhibitors; 0.05% of 340,000 active; active means well fitted inhibition curve with a large enough effect in the signal ratio, with a control signal flat, not every such curve was filed as active; inconclusive means small, poorly fitted or top-dose-only effect, or effect the other way, or a change in a side signal; the % refers to the signal ratio;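 further: potency means the concentration at half of the fitted maximal effect; plate controls were basal doxycycline-induced cells for no effect and cells given 10 µM MG132 for full effect; MG132 reads +100%, hits lower the ratio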
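TMD8 human ABC-DLBCL cells with doxycycline-inducible IκBα–green luciferase fusion and unfused red luciferase, in 0.5% FBS medium; compounds up to 46 uM, 4 h at 37C. Green/red luminescence ratio, filter-overlap corrected, fitted to concentration-response curves.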
B2AR arrestin = beta2AR (human) beta-arrestin recruitment activity. P07550. beta-arrestin recruitment to beta2AR, cell-based reporter. Potency, µM (top dose mostly 46.1 µM), for inactives: at the highest dose activation, most hits filed as activators. 0.02% of 330,000 active. AID 492947;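 further: potency means the concentration at half of the fitted maximal effect; 0% = DMSO controls and full agonism = EC100 isoproterenol or metaproterenol; nearly all actives have a fitted effect of over 65% in size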
Target sequence (P07550 whole entry, looked up): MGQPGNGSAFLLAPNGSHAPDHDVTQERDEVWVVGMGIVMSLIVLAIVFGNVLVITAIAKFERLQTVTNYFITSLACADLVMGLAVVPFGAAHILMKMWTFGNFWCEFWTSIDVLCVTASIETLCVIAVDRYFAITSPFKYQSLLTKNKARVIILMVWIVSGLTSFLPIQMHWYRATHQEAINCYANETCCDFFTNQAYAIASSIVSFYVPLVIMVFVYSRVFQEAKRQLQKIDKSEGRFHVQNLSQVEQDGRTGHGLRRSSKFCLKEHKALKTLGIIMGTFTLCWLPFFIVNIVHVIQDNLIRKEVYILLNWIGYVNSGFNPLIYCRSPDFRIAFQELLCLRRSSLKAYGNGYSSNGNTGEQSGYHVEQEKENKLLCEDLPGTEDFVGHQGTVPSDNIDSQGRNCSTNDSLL
a7 integrin act = integrin-mediated muscular dystrophy alleviation activation; Potency, µM (series often up to 38.3 µM), without a hit: top-dose activation, usual class: activators; 0.064% of 350,000 active; alpha7betagal myoblasts, beta-gal FDG fluorescence, 48 h; AID 624291;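 further: potency means the concentration at half of the fitted maximal effect; 100% = response of the positive control SU9516; nearly all actives have a fitted effect of over 60% in size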
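Alpha7betagal+/- myoblasts (passage 13) were plated 16-24 hr, then exposed to compounds (1:260 dilution of DMSO stock) for 48 hours at 37C. After MPER lysis, β-galactosidase reporter activity was read as FDG fluorescence (ex 480/em 540) after 30 minutes.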
Giardia kill = kills Giardia lamblia; Giardia lamblia trophozoite viability; activity change, % at 7.66 µM, hits read low; 0.15% of 340,000 active; AID 540267; in the data active means activity change below about -80%; inconclusive means between about -30% and that limit;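 further: parasites exposed to compound for two days anaerobically before the ATP read; on the % scale 0 is the no-effect control and ±100 the full control effect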
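Each well holds 100 Giardia trophozoites and compound. After two days (48 hrs) at 37 deg C in anaerobic conditions, ATP is quantified by luminescence.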
ASM inhibitor = inhibitors of human secretory acid sphingomyelinase; Potency, µM (doses to about 57.5 µM), inactives show at the top dose activity change, negative = inhibition, actives largely listed as inhibitors; AID 504937; 0.006% of 340,000 active; placental ASM, HMU-PC fluorogenic substrate, 60 min; further: potency means the concentration at half of the fitted maximal effect
Target sequence (P17405 47-631 limits assumed): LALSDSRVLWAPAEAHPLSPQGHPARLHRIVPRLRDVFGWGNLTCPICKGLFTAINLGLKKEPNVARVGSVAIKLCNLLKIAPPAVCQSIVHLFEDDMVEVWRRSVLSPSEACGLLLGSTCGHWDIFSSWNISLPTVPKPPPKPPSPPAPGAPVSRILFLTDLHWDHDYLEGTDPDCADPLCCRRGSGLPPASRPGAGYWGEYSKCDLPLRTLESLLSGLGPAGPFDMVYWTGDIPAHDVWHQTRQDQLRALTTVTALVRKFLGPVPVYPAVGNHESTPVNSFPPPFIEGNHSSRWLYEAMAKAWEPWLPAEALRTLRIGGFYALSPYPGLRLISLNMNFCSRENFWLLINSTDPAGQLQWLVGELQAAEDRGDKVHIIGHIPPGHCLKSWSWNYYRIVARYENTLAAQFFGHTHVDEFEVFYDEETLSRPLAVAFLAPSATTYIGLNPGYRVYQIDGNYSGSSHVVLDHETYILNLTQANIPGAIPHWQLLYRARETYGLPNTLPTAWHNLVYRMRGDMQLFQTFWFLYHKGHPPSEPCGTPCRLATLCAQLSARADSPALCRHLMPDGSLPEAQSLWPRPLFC
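HMU-PC0 cleavage (9 uM final) by human placental ASM, 60 min at 37 °C following 10 min compound exposure at RT; stopped at pH 10, fluorescence Ex 386/Em 447 nm.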
GALK inhibitor = galactokinase (human) inhibition; Potency, µM (titrated, usually from 57.5 µM), for inactives: top-dose activity change, negative = inhibition, usual class: inhibitors; P51570; 0.007% of 270,000 active; Purified GALK, Kinase-Glo residual ATP luminescence; further: potency means the concentration at half of the fitted maximal effect; on the % scale 0 is the no-effect control and ±100 the full control effect
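GALK at 5 nM final was combined with compound, 35 uM ATP and 100 uM galactose in HEPES pH8.0 with MgCl2 and DTT. The reaction ran one hour at room temperature before luminescent ATP detection.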
Tb PFK inh = T. brucei PFK enzyme inhibition | O15648 | Potency, µM (series often up to 57.5 µM), for the others: top-dose activity, negative = inhibition, hits mostly inhibitors | T. brucei PFK, ADP-Glo luminescence | AID 485367 | 0.17% of 330,000 active;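 further: potency means the concentration at half of the fitted maximal effect; 0% = uninhibited 1x PFK enzyme wells and -100% = no-enzyme wells; nearly all actives have a fitted effect of over 60% in size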
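1.25 nM PFK with 0.5 mM F6P and 0.1 mM ATP in 0.1 M TEA pH 8.0, 5 mM MgCl2, incubated 45 min at room temperature; ADP measured by ADP-Glo luminescence; compounds titrated up to 57 uM.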
FBPA coupling cs = inhibits coupling enzyme system, counter-screen for aldolase hits; 0.67% of 290,000 active; coupling enzyme system counterscreen, AmpLite Red fluorescence; activity change, negative = inhibition, % at 58.2 µM, hits read low; in the data active means activity change below about -30%; further: on the % scale 0 is the no-effect control and ±100 the full control effect
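Coupling enzymes only (glyceraldehyde-3-phosphate) + compound, at 57.5 uM final, 10 min RT; add substrate/coupling/AmpLite Red mix, 20 min RT; fluorescence ex 525/em 598 nm. Actives flag coupling-system interference.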
Menin-MLL TR inh = menin-MLL binding inhibition, Texas Red mutant peptide; Potency, µM (doses to about 61.6 µM), for inactives: at the highest dose FP activity change, negative = inhibition, actives largely listed as inhibitors; AID 1768; Menin + Texas Red MLL mutant peptide, fluorescence polarization; O00255; 0.23% of 270,000 active; active means well fitted inhibition curve with a large enough effect in the polarisation, with a control signal flat, not every such curve was filed as active; inconclusive means small, poorly fitted or top-dose-only effect, or effect the other way, or a change in a side signal; inactive means no such curve, though single readings can be large or run the other way; the % refers to the polarisation; further: potency means the concentration at half of the fitted maximal effect; % of control where 0% means no effect; many of its hits are not listed in these tables
Active calls of the source: *; u = inconclusive; x = not tested or not shown; [ ] = another dose, or the depositor's remark. Unless noted, the call rests on the fitted dose curve; in most records, active means well fitted curve in the direction sought with a large enough effect; inconclusive means small, poorly fitted or top-dose-only effect, or another doubt; inactive means no such curve, though single readings can be large; an effect the other way counts as inactive or inconclusive. Some of the compounds tested. The share of hits here may be higher or lower than overall.

structure	FBPA coupling cs	GALK inhibitor	ASM inhibitor	Tb PFK inh	B2AR arrestin	Giardia kill	TSG101-PTAP inh	BCR signal inh	Menin-MLL TR inh	a7 integrin act	PKM2 act
COc1ccc(S(=O)(=O)N2CCOCC2)cc1NC(=O)CSc1ccc(F)cc1	x	x	-1%	0%	-0.4%	-30	-4%	-10%	x	-14%	x
Cc1cc(=O)[nH]c(SCC(=O)c2c(N)n(C)c(=O)n(C)c2=O)n1	1	-2%	2%	4%	0.0%	-19	-1%	-15%	x	10%	6%
COC(=O)c1sc(NC(=O)CSc2nncs2)c(C(=O)OC)c1C	5	5%	-2%	5%	-0.6%	11	-1%	u	u	17%	1%
N#Cc1ccc(C(=O)NC2CCCc3ccccc32)cc1 (stereo not given)	-2	-1%	-1%	0%	0.3%	-2	-4%	-11%	-12%	13%	5%
NS(=O)(=O)c1ccc2c(c1)C(=NO)c1cc(S(N)(=O)=O)ccc1-2	1	-2%	-2%	20%	-0.4%	-13	-1%	-11%	-18%	-20%	4µM*
CCOC(=O)c1cnn(-c2ccccc2)c1NC(=O)c1ccccc1	1	0%	0%	-3%	0.5%	10	-2%	0%	5%	-25%[7.66 µM]	-17%
O=C(CSc1nnc(-c2ccoc2)o1)N1CCOCC1	-1	0%	5%	1%	0.3%	-4	-10%	-1%	3%	8%	-10%
Cc1nnc(NC(=O)CSc2nccn2Cc2ccc(F)cc2)s1	x	5%	-3%	0%	2.9%	13	0%	2%	x	-24%	-1%
Cc1ccc(CN=c2c([N+](=O)[O-])nn(-c3cccc(Cl)c3)n2O)cc1	-2	-1%	-12%	-2%	0.1%	u	2%	5%	-28%	-21%	2%
Cn1nccc1C(=O)N1CCN(c2ccccc2Cl)CC1	x	-4%	1%	1%	0.3%	-4	0%	3%	x	0%	x
CC1Cc2ccccc2N1C(=O)CNc1ccccc1N1CCCCC1 (stereo not given)	-1	0%	-1%	-2%	-0.1%	3	0%	-3%	-3%	u	-3%
NCCCC[C@H](NC(=O)C1CCNCC1)c1nnc([C@@H](N)CO)o1	-1	-1%	1%	-3%	-0.3%	40[activator]	1%	9%	9%	7%	1%
CC(NC(=O)c1ccc(Cl)cc1)c1nnc(SCC(=O)NC2=NCCS2)n1C (stereo not given)	5	2%	9%	6%	0.5%	8	-7%	3%	-17%	0%	x
COc1cccc(OC)c1C(=O)NNC(=O)c1ccc(F)cc1	2	10%	2%	-7%	-0.1%	13	1%	-1%	-12%	9%	0%
Cc1ccc(C)c(NC(=O)c2ccc(N(C)S(C)(=O)=O)cc2)c1	0	2%	1%	-5%	-0.1%	-14	2%	u	1%	6%	3%
Cc1ccc(CCc2nnc(SCC(=O)Nc3ccccc3Cl)n2-c2ccccc2)o1	3	-2%	-3%	-10%	0.0%	19	-2%	u	-10%	-12%	u
Cc1cc(C(=O)CSc2nc(N)cc(N)n2)c(C)n1-c1cccc(C(F)(F)F)c1	0	2%	-1%	1%	2.8%	-6	-8%	0%	-8%	1%	13%
Cc1ccc(OCCN2C(=O)c3ccccc3C2=O)c([N+](=O)[O-])c1	0	1%	-1%	1%	1.3%	1	-1%	6%	29%	6%	6%
COc1cc(Cl)ccc1OCc1cc(C(=O)N2CCCCCCC2)no1	x	-9%	0%	-1%	-0.7%	13	-5%	u	x	3%	x
O=C(CSc1nc2ccccc2[nH]1)N1CCN(C(=O)c2ccco2)CC1	0	-1%	3%	-1%	-0.4%	-6	1%	0%	u	-23%	1%
COc1cc(S(=O)(=O)N(CCc2ccccc2)Cc2cccs2)ccc1-n1cnnn1	-1	-2%	-2%	-1%	0.1%	3	-4%	1%	-13%	-16%	2%
COc1ccc(CN(CC(=O)NCc2ccccc2)C(=O)c2csnn2)cc1	5	0%	-2%	4%	-1.1%	-23	1%	-10%	4%	15%	-2%
Cc1ccc(C(=O)Nc2nnc(S(=O)(=O)N3CCCCCC3)s2)cc1	-3	x	-2%	4%	-0.2%	-20	0%	18%	u	0%	-8%
Cc1cc(C)n(CC(O)Cn2c3ccccc3c3ccccc32)c(=O)n1 (stereo not given)	-1	1%	1%	5%	0.2%	-4	-11%	u	2%[11.7 µM]	-17%	2%
C#CCOCCOCCOCCNc1nc(N2CCN(C(=O)C(Cc3ccc(O)cc3)n3cc(C(N)CC(C)C)nn3)CC2)nc(N2CCN(C(=O)C(Cc3cc4ccccc4[nH]3)n3cc(C(N)C(C)CC)nn3)CC2)n1 (stereo not given)	2	5%	x	-3%	-0.1%	x	x	-26%	u	x	4%
O=c1c2[nH]c3cccc(Cl)c3c2ncn1CC1CCCO1 (stereo not given)	-1	-1%	-1%	7%	0.2%	7	-2%	19%	x	-17%	-1%
CCS(=O)(=O)c1ccc(-c2csc(-c3ccccc3)n2)c(Cl)c1Cl	-1	0%	-7%	-1%	-0.5%	-2	-2%	-3%	0%	-37%	-12%
O=S(=O)(Nc1ccc2cn[nH]c2c1)c1ccc(Cl)s1	-2	8%	-4%	-3%	-0.2%	24	-1%	13%	12%	-1%	-3%
O=C(Nc1ccc(Cl)cc1)c1nc[nH]c1C(=O)NCCN(CCNC(=O)c1[nH]cnc1C(=O)Nc1ccc(Cl)cc1)CCNC(=O)c1[nH]cnc1C(=O)Nc1ccc(Cl)cc1	x	x	-16%	-1%	0.0%	14	-12%	4%	x	18%	x
Cn1c(N)c(C(=O)CSc2nnc(C3CC3)n2Cc2ccccc2)c(=O)n(C)c1=O	x	x	1%	-17%	-0.5%	-4	1%	1%	x	17%	x
CCOC(=O)C1=C(N)OC2=C(C(=O)CCC2)C1c1ccccc1OC (stereo not given)	1	1%	5%	4%	-0.1%	-12	-3%	0%	5%	0%	-1%
O=C(O)CSc1nnc(Cn2c(=O)sc3ccccc32)n1-c1cccc(Cl)c1	11	0%	1%	1%	0.0%	-1	-7%	0%	-6%	-13%	-3%
Cc1ccc(C(=O)COC(=O)CNC(=O)Cc2ccccc2)cc1[N+](=O)[O-]	2	-2%	0%	-3%	-1.1%	3	-1%	7%	16%	-5%	-3%
COc1cc(S(=O)(=O)N(Cc2cccc(OC)c2OC)CC2CCCO2)ccc1-n1cnnn1 (stereo not given)	0	-1%	0%	0%	-0.9%	-5	-1%	-6%	x	6%	-3%
CC1CCCC(NC(=O)COC(=O)CCC(=O)c2ccc(F)cc2)C1C (stereo not given)	x	x	1%	-3%	-0.9%	0	-2%	0%	x	27%	x
COc1ccc(C(CNC(=O)Nc2ccc(Cl)cc2)N2CCN(C)CC2)cc1 (stereo not given)	0	3%	1%	-1%	0.2%	4	2%	u	2%	-45%	x
Clc1ccc2nncn2n1	0	0%	2%	-4%	0.1%	1	-3%	-1%	13%	10%	-1%
COc1cc(C(=O)Nc2scc(-c3ccccc3)c2C(=O)O)cc(OC)c1OC	-19	0%	u	2%	0.1%	-11	-3%	7%	61%[activator]	20%	-34%
COc1ccc(CCN(Cc2ccccn2)C(=S)Nc2cccc(SC)c2)cc1OC	-5	-1%	14%	-11%	0.1%	-8	-1%	3%	u	-14%	-6%
Cn1cnc(S(=O)(=O)N2CCN(C(c3ccc(F)cc3)c3ccc(F)cc3)CC2)c1	0	-1%	-3%	4%	0.6%	6	-9%	0%	0%	-18%	0%
COc1ccc(CCN(Cc2cc3cc4c(cc3[nH]c2=O)OCO4)C(C)=O)cc1OC	10	13%	x	-1%	-0.7%	x	x	3%	2%	x	-5%
Cc1ccc(-n2ncc3c2CCCC3NC(=O)c2cnccn2)cc1C (stereo not given)	x	-1%	-3%	-3%	0.3%	20	x	-1%	x	-7%	x
